# HTRA1 inhibitor: HTRA1 (human) protease inhibition; Q92743; recombinant HTRA1, FP-rhodamine activity-based probe, fluorescence polarization; inhibition, % at 5.96 µM; 0.5% of 340,000 active; in the data active means inhibition above about 36%;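 further: 0% = enzyme with DMSO and 100% = wells lacking enzyme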
# PG9 binder: binds the HIV-1 gp120 antibody PG9; TR-FRET gp120-PG9 antibody binding; inhibition, % at 6.7 µM; 0.43% of 360,000 active; AID 624416; in the data active means inhibition above about 8.5%
# mABHD4 FP: inhibitors of mouse ABHD4; Q8VD66; purified mABHD4, FP-Rh probe fluorescence polarization; inhibition, % at 8.92 µM; 0.54% of 370,000 active;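 active means inhibition exceeding the mean over every tested compound plus 3 SD, cut at about 30% in these data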;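 further: 0% = plate median of compound wells and 100% = S159A mutant with DMSO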
#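 Assay system: wild-type mouse ABHD4 protein; compound: single nominal dose of 8.92 µM, 0.89% DMSO final; schedule: 45 min + 60 min at 25 °C; measured by: FP readout, ex 525 nm / em 598 nm; evaluation: % inhibition of FP-Rh probe binding versus controls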
# rCAG binder: molecules binding r(CAG) RNA repeats. r(CAG) RNA repeat, TO-PRO-1 dye displacement fluorescence. inhibition, % at 3 µM. 1.3% of 370,000 active. AID 651821;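 active means inhibition above the plate cutoff, the mean of all test compounds on that plate plus 3 SD, cut at about 35% in these data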;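 further: 0% = DMSO alone and 100% = 100 µM mitoxantrone as full dye displacement; higher means more dye released from RNA so lower well fluorescence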
# NR1D1 modulator: Rev-erb alpha (human) modulation; activity, % at 10 µM; 0.79% of 370,000 active; Rev-erbα–FITC-DNA binding, fluorescence polarization, 90 min; P20393;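 active means activity above about 14%, limit read from the data; passing the limit was not always enough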;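 further: 0% = DMSO wells with 35 nM protein and 100% = DMSO wells with 750 nM protein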
# ARFGAP1 inh: inhibitors of rat ARFGAP1; AID 651572; Q62848; 0.26% of 360,000 active; Arfgap1-stimulated ARF1 GTP hydrolysis, GDP FP detection; inhibition, % at 16.5 µM;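 active means inhibition above a per-plate limit, mean inhibition of low control wells plus 3 SD, cut at about 25% in these data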;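 further: 0% = DMSO wells with enzyme and 100% = wells lacking Arfgap1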
#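 Material: truncated rat Arfgap1 GAP domain; Incubation: compound-enzyme preincubation 20 min, reaction 120 min, detection 60 min, 25 °C; Read-out: percent inhibition of Arfgap1-stimulated GTP hydrolysis; Technique: FP, GDP Alexa 633 tracer displaced from anti-GDP antibody, 620/688 nm; Controls: No-Arfgap1 wells (100%) versus DMSO full-reaction wells (0%); Replication: single well per compound.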
# SMARCA2 act: SMARCA2 function activation, primary screen. MG213 cells, MMTV-luciferase reporter, dexamethasone, overnight. activation, % at 9.1 µM. 1% of 370,000 active. AID 652017; in the data active means activation above about 7.8%;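 further: 0% = vehicle wells and 100% = reference activator wells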
# GC-A act: GC-A (human) enzyme activation | P16066 | HEK293 GC-A cells, cGMP TR-FRET, EC30 ANP; 0% at EC30 ANP, 100% saturating ANP | activation, % at 10 µM | 0.14% of 370,000 active; in the data active means activation above about 40%
# Target sequence (P16066 whole entry, looked up): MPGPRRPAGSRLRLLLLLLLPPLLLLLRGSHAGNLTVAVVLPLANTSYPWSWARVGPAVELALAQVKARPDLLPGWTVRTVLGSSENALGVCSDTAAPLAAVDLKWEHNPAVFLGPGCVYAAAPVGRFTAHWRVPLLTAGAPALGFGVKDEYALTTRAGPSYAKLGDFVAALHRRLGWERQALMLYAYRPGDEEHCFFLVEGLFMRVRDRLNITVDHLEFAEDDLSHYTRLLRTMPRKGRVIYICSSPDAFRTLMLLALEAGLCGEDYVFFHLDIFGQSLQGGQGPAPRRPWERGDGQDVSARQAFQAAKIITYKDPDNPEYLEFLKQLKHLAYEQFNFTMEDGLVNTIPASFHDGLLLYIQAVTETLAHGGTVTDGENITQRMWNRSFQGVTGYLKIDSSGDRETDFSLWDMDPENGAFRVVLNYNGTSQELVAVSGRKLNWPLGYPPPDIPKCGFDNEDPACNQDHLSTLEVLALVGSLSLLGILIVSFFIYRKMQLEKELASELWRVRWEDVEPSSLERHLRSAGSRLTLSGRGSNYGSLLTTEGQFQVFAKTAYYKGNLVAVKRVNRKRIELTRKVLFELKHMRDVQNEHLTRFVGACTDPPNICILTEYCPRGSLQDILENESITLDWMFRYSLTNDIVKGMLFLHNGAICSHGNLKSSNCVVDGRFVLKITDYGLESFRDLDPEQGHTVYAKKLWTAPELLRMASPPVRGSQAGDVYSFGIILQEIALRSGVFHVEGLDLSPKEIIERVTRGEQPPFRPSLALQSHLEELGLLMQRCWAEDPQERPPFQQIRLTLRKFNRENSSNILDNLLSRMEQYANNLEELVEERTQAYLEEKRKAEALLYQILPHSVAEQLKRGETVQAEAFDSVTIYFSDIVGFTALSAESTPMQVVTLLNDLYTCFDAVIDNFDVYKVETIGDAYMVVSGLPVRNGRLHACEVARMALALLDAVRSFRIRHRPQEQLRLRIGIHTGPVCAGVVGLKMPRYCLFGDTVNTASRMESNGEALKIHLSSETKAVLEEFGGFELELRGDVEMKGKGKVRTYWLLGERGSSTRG
# ASAP1 inh: ASAP1 ArfGAP inhibition | Q9ULH1 | ASAP1-stimulated ARF1 GTP hydrolysis, GDP FP detection | inhibition, % at 16.5 µM | 0.19% of 360,000 active; in the data active means inhibition above about 25%;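 further: 0% = vehicle with enzyme and substrate and 100% = no enzyme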
# NPR2 activator: GC-B (human) receptor activation; 0.11% of 370,000 active; activation, % at 10 µM; HEK293-GC-B cells, CNP EC30, cGMP TR-FRET; 0% at EC30 CNP, 100% saturating CNP; P20594;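 active means activation at 10 µM reaching about 35% in either raw or pattern-adjusted values, limit read from the data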
# * hit, by the source's call; . = no result given. An unsorted share of the library. Share with any hit: about 4.4%.
SMILES,HTRA1 inhibitor,PG9 binder,mABHD4 FP,rCAG binder,NR1D1 modulator,ARFGAP1 inh,SMARCA2 act,GC-A act,ASAP1 inh,NPR2 activator
O=C(Nc1nc(-c2ccc(S(=O)(=O)N3CCCC3)cc2)cs1)C1COc2ccccc2O1 (stereo unspecified),-64.5,-0.4,-52.0,15.6,8.5,5.8,-1.5,0.0,5.7,7.3
N#CC(CCc1ccccn1)c1ccccc1 (stereo unspecified),2.9,-0.4,-1.2,-0.4,-1.5,8.4,1.2,-0.1,5.8,3.9
Cc1cc2nc(-c3ccc(Cl)cc3)c(CC3CCCCC3)n2c(C)c1Br,.,-0.1,-2.1,2.8,-0.2,0.8,1.1,0.0,6.4,-2.9
O=C(CN1C(=O)/C(=C/c2ccccc2)SC1=S)N1CCN(CCc2ccccn2)CC1,-5.6,-2.0,-25.3,-3.2,1.0,3.7,-1.1,-3.0,-3.6,3.3
O=S(=O)(c1cccc(-c2nnco2)c1)N1CCOCC1,7.5,0.7,1.3,2.4,0.2,4.3,0.7,-1.2,-11.3,2.8
COC/C=C/C1=CC2=CC(=O)C(C)(OC(=O)c3cnc4ccccc4n3)C(=O)C2=CN1Cc1ccc(OC)cc1 (stereo unspecified),10.4,2.3,25.8,20.8,-1.7,11.8,0.9,5.8,-1.9,-6.3
CC(C)NC(=O)NC(=O)COC(=O)c1ccccc1F,1.2,-1.1,8.8,-2.8,2.2,7.6,-1.3,2.4,0.3,5.9
O=S(=O)(c1cnc(Cl)c(Cl)c1)N1CCCc2ccccc21,-3.7,-0.3,-5.8,-2.7,1.5,16.6,-2.1,-0.3,-24.3,-3.5
COc1ccccc1N1CCN(c2cc(N3CCCC3)nc(C)n2)CC1,-0.7,-0.6,-4.4,-9.8,3.2,3.0,2.3,5.0,4.2,-3.1
CCCCCCn1cc(CN2CC(N3CCCC3)CS2(=O)=O)nn1 (stereo unspecified),.,-2.2,-6.6,-0.8,-2.3,1.3,-5.0,0.3,-0.5,2.4
O=C(CCOc1ccccc1)Nc1cccc([N+](=O)[O-])c1,0.0,-0.7,10.3,1.4,-2.6,1.6,-2.8,-1.6,-8.3,7.8
CC1(C)C(=O)C2(C(=O)NCc3ccccc3)CCC1C2 (stereo unspecified),2.2,-1.2,3.5,2.1,0.1,-1.1,-1.1,-1.1,9.5,0.5
COc1ccc(NC(=O)C2CCC(=O)N2S(=O)(=O)c2ccc(C)cc2)cc1Cl (stereo unspecified),-12.3,-1.0,-0.3,3.7,-3.2,13.3,-1.4,-13.0,-12.2,-4.4
CC(=O)Nc1ccc(S(=O)(=O)NCCC(=O)NCc2ccco2)cc1,-0.4,-1.1,-0.5,0.3,2.8,-11.9,-3.8,-1.9,0.2,2.9
COc1cc(C(=O)NCCc2cn3ccccc3n2)cc(OC)c1OC,0.8,-0.7,2.3,1.4,-2.5,-1.4,-1.3,3.9,-13.0,-0.9
O=C(Cc1ccc(Cl)cc1)NCCc1ccc(F)cc1,.,0.5,-4.5,-7.4,1.1,1.4,-2.5,0.1,-9.2,-0.4
c1ccc(Cn2ncc3c(N4CCCCC4)ncnc32)cc1,-3.1,2.1,0.1,0.5,-3.8,-6.0,3.4,9.2,5.3,10.2
O=C(Cc1cccs1)Nc1ccccc1F,-2.7,-0.4,-2.8,2.8,2.2,-7.0,-3.1,4.9,5.9,-3.8
CN(C)C1=NCC(CSC(=N)N)S1 (stereo unspecified),-3.8,-2.3,1.4,2.0,3.0,9.0,2.6,2.4,-0.2,4.4
COc1cccc(NS(=O)(=O)c2ccc3c(c2)CCCN3C(C)=O)c1,-2.7,0.2,-9.3,-3.7,0.8,16.6,-5.7,-0.7,-4.9,0.5
COC(C[C@H](O)CC(=O)[C@@H](C)OCc1ccccc1)OC,-4.3,-0.1,5.1,-1.2,-2.3,-7.0,0.3,0.7,-17.0,-1.0
Cc1ccc(NC(=O)c2cccc(NC3=NC4CS(=O)(=O)CC4S3)c2)cc1 (stereo unspecified),-4.2,-0.3,-7.2,3.6,-0.9,4.1,2.3,0.1,-13.5,-7.3
CC(=O)c1ccc(N2CCN(C(=O)c3ccc4ccccc4n3)CC2)cc1,4.0,1.1,1.9,-3.2,1.9,-16.7,-2.8,1.4,14.2,-6.6
C=CCOc1ccc(/C=N/O)cc1Cl,-1.2,-3.0,-5.0,1.8,-4.0,-0.8,-3.6,5.6,4.0,6.8
CCc1ccc([C@@H]2CC(=O)[C@@H]3CN(S(=O)(=O)c4ccccc4C)[C@H](c4ccc(Cl)cc4)C[C@@H]3N2S(=O)(=O)c2ccc(C)cc2)cc1,.,-1.4,-6.7,9.2,6.5,2.4,1.1,-1.6,0.2,3.2
C=CCc1ccc(OCCOc2cccc3ccc(C)nc23)c(OC)c1,-11.5,2.2,9.4,-9.4,2.6,1.4,-4.3,-1.1,-1.8,-0.7
C=CCNC(=S)NNC(=O)COc1ccc(Cl)cc1Cl,-9.4,0.6,0.3,10.8,0.5,-5.0,-2.5,2.8,-9.2,-3.0
CC(C)(C)c1ccc(NC(=O)COC(=O)C2(C)CC2(Cl)Cl)cc1 (stereo unspecified),-15.5,-1.2,-4.7,-10.1,3.9,7.0,6.7,4.8,-0.2,1.1
O=C(CCCn1c(SCc2cc(=O)n3ccccc3n2)nc2ccccc2c1=O)NCC1CCCO1 (stereo unspecified),4.9,-0.4,-1.9,-6.2,2.1,10.5,2.4,0.7,-2.5,3.3
Cc1ccc2ccccc2c1C(O)c1ncc(-c2ccc(F)cc2)[nH]1 (stereo unspecified),.,-1.2,-4.1,5.3,2.9,6.8,-3.2,-2.2,-4.7,0.7
Nc1ccc(Sc2cnn(-c3ccccc3)c(=O)c2Cl)cc1,18.7,1.3,2.0,-0.6,-3.9,2.2,1.3,-0.1,6.7,2.5
CN1CCCC(C(=O)Nc2cccc(Cl)c2)CC1 (stereo unspecified),.,3.0,1.3,1.6,7.8,12.7,-1.1,1.2,1.8,0.1
CC1(C(=O)Nc2ccc3c(c2)OCCO3)CCN1C(=O)C1(c2ccc(Cl)cc2)CCC1 (stereo unspecified),.,0.2,0.3,2.5,3.1,-12.6,-1.5,-9.2,5.2,-11.6
O=C1c2ccc([N+](=O)[O-])cc2S(=O)(=O)N1Cc1ccccc1,-1.8,-1.6,0.1,-1.5,-6.9,-5.1,-0.8,5.3,2.4,8.8
O=C(Cn1cnc2cc([N+](=O)[O-])ccc2c1=O)N1CCN(S(=O)(=O)c2ccccc2)CC1,-5.4,-0.8,-0.2,11.0,0.8,-9.2,-1.4,-1.1,-10.4,-0.8
O=C(c1ccccc1)N1CCN(CC(O)COc2ccc(Br)cc2)CC1 (stereo unspecified),3.0,-1.9,-5.0,-4.7,-1.5,2.4,0.0,1.1,5.0,-4.1
C=CCOC(=O)/C(=C\C=C\c1ccccc1)NC(=O)c1ccccc1,-31.0,-3.5,-12.9,4.6,-0.4,-3.1,-1.1,-0.8,9.9,0.2
CN(C)C(=O)Cn1c(=O)n(S(=O)(=O)c2ccccc2)c2ccccc21,1.1,-0.8,-2.1,-1.9,2.9,15.8,-1.0,2.1,11.7,7.6
O=C1CC(N2CCN(Cc3ccc(Cl)cc3)CC2)C(=O)N1CCc1ccccc1 (stereo unspecified),9.3,3.5,-6.3,-3.2,-2.5,-1.1,-5.7,-2.4,-3.9,-2.6
COc1ccc(C(=O)Nc2nncs2)cc1S(=O)(=O)N1CC(c2ccccc2)CC1=O (stereo unspecified),-2.9,0.9,-1.6,15.1,0.2,0.9,-1.3,-2.6,-4.6,-3.2

# At a glance, two of the compounds above:
SMILES,HTRA1 inhibitor,PG9 binder,mABHD4 FP,rCAG binder,NR1D1 modulator,ARFGAP1 inh,SMARCA2 act,GC-A act,ASAP1 inh,NPR2 activator
O=C1CC(N2CCN(Cc3ccc(Cl)cc3)CC2)C(=O)N1CCc1ccccc1 (stereo unspecified),9.3,3.5,-6.3,-3.2,-2.5,-1.1,-5.7,-2.4,-3.9,-2.6
COc1ccc(C(=O)Nc2nncs2)cc1S(=O)(=O)N1CC(c2ccccc2)CC1=O (stereo unspecified),-2.9,0.9,-1.6,15.1,0.2,0.9,-1.3,-2.6,-4.6,-3.2

# Back to the main list, starting 3 compounds before the break.
SMILES,HTRA1 inhibitor,PG9 binder,mABHD4 FP,rCAG binder,NR1D1 modulator,ARFGAP1 inh,SMARCA2 act,GC-A act,ASAP1 inh,NPR2 activator
CN(C)C(=O)Cn1c(=O)n(S(=O)(=O)c2ccccc2)c2ccccc21,1.1,-0.8,-2.1,-1.9,2.9,15.8,-1.0,2.1,11.7,7.6
O=C1CC(N2CCN(Cc3ccc(Cl)cc3)CC2)C(=O)N1CCc1ccccc1 (stereo unspecified),9.3,3.5,-6.3,-3.2,-2.5,-1.1,-5.7,-2.4,-3.9,-2.6
COc1ccc(C(=O)Nc2nncs2)cc1S(=O)(=O)N1CC(c2ccccc2)CC1=O (stereo unspecified),-2.9,0.9,-1.6,15.1,0.2,0.9,-1.3,-2.6,-4.6,-3.2
CCN(C(=O)COC(=O)CCC(=O)c1ccccc1)c1c(N)n(Cc2ccccc2)c(=O)[nH]c1=O,2.1,-0.5,-5.3,5.6,-5.2,13.7,-2.4,-1.6,10.8,-0.3
O=C(COC(=O)C1=COCCO1)Nc1cccc(Oc2ccccc2)c1,-11.2,0.7,-1.6,4.5,-5.8,-5.4,-4.8,1.3,0.9,3.6
CCOCCCNC(=S)N1C2CCC1CC(NC(=O)NC1CCCCC1)C2 (stereo unspecified),3.1,0.1,2.9,-6.8,-4.3,-9.9,-1.7,1.8,-11.2,2.3
Cc1ccc(O)c(/C=N/NC(=O)c2[nH]ncc2Br)c1,2.0,-1.0,-0.8,1.8,2.6,10.0,3.6,6.3,2.1,-2.6
CC(NC(=O)NC(=O)c1ccc(F)cc1)C1CC1 (stereo unspecified),1.5,1.9,1.8,-2.0,15.0,-1.2,-0.3,-3.0,-5.4,-0.2
Cc1nnc(SCC(=O)Nc2cccc(N)c2)n1-c1ccccc1,6.2,-1.1,3.3,0.1,0.8,-2.9,-0.8,3.1,-14.4,-1.9
O=C(CSc1nc2c(cnn2-c2ccccc2)c(=O)[nH]1)N1N=C(c2cccs2)CC1c1ccc(F)cc1 (stereo unspecified),-3.1,-0.6,-2.1,4.3,2.1,-4.8,-0.7,-4.6,2.7,-1.4
CCCN(CCC)C(=O)Cn1c(=O)n(CCCCC(=O)NC2CCCC2)c(=O)c2ccccc21,0.4,-1.8,-8.3,-1.8,-5.7,-9.0,-0.8,-5.7,11.7,0.0
COc1ccc(OC)c(C2/C(=C(/O)c3cnn(-c4ccccc4)c3C)C(=O)C(=O)N2CCN(C)C)c1 (stereo unspecified),4.8,-1.9,2.4,4.3,0.2,13.7,-1.4,0.2,-2.0,-1.0
CC(C)C(=O)Nc1cccc(C(=O)N2CCCCC2C)c1 (stereo unspecified),-4.7,0.8,0.3,0.0,5.6,-5.8,3.7,-0.7,-7.7,0.9
Cc1ccc(NC(=O)OCCN2CCN(S(=O)(=O)c3ccc(C)cc3)CCC2=O)cc1,3.1,-0.6,5.2,-3.7,-3.8,3.3,-1.6,-1.2,-4.5,-1.8
CC(=O)Nc1ccc(S(=O)(=O)N2CCN(C(=O)c3ncoc3-c3ccc(C)cc3)CC2)cc1,4.4,0.1,4.2,0.1,-4.1,-9.2,-2.5,-0.7,2.6,0.1

# Assay outcomes from PubChem.
